rad50 = NCI yeast anticancer drug screen, S. cerevisiae rad50 strain; growth inhibition, % at 50 µM; 79,000 tested, 10% active;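 also: 0% = growth of vehicle-only cultures of the same strain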
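Cells are treated with compound, grown, and their growth is then scored against vehicle-only cultures of the same repair-deficient yeast strain.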
yeast bub3 = NCI yeast anticancer drug screen, S. cerevisiae bub3 mutant strain; growth inhibition, % at 50 µM; 78,000 tested, 9.9% active; AID 167, 2004;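 also: 0% = growth of vehicle-only cultures of the same strain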
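Yeast carrying a defined mutation is treated with each compound, and growth is compared with that of vehicle-exposed cells to give inhibition.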
yeast cln2 rad14 = NCI yeast anticancer drug screen, S. cerevisiae cln2 rad14 strain; % growth inhibition at 50 µM; 78,000 tested, 8.3% active;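 also: 0% = growth of vehicle-only cultures of the same strain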
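Growth of compound-exposed yeast (cln2 rad14 genotype) measured and expressed as inhibition relative to vehicle.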
mlh1 rad18 = NCI yeast anticancer drug screen, S. cerevisiae mlh1 rad18 strain. % growth inhibition at 50 µM. 79,000 tested, 11% active;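 also: 0% = growth of vehicle-only cultures of the same strain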
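Test agents were incubated with a yeast strain of defined genotype (DNA damage repair defect). Inhibition of growth was derived by comparison with vehicle-exposed cultures.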
yeast sgs1 mgt1 = NCI yeast anticancer drug screen, S. cerevisiae sgs1 mgt1 strain | growth inhibition, % at 50 µM | 78,000 tested, 10% active | AID 161, 2004;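 also: 0% = growth of vehicle-only cultures of the same strain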
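Yeast cells carrying a defined DNA-repair defect were exposed to test compounds. Growth inhibition was measured relative to vehicle-treated controls.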
yeast mec2-1 = NCI yeast anticancer drug screen, S. cerevisiae mec2-1 strain; % growth inhibition at 50 µM; 79,000 tested, 9% active; AID 157, 2004;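 also: 0% = growth of vehicle-only cultures of the same strain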
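Readout is yeast growth inhibition, normalised to vehicle-treated controls, in the mec2-1 strain exposed to compound.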
An asterisk follows results filed as active; / = not tested or not shown; & = joins results of further samples. Rule as the data show it: active = growth inhibition above about 70%; inactive = the rest.

1. C=C[C@@]1(C)CC2CC[C@]3(C)C(C)=CC(=O)CC3[C@]2(C)CC1O (stereo partly drawn)
2. OC(c1nc2ccccc2[nH]1)C(O)C(O)C(O)c1nc2ccccc2[nH]1 (stereo not drawn)
3. CC(C)(C)c1ccc(O)c(C(c2cc(C(C)(C)C)ccc2O)c2cc(C(C)(C)C)ccc2O)c1
4. N#CC(C#N)N=Cc1ccncc1
5. Cc1ccc(NC(=O)CC2SC(N)=NC2=O)cc1C (stereo not drawn)
6. CC1OC(C)C(O)C2=C1C(=O)c1ccccc1C2=O (stereo not drawn)
Screen / compound no.	1	2	3	4	5	6
rad50	7	19&-9	97*	14	88*	92*
yeast bub3	13	45&-38	97*	-1	89*	84*
yeast cln2 rad14	-20	-7&2	98*	-13	80*	60
mlh1 rad18	10	22&3	97*	-29	90*	88*
yeast sgs1 mgt1	23	18&-18	98*	-22	91*	92*
yeast mec2-1	3	3&-15	99*	12	89*	86*

Pulled by compound from above (2):
4. N#CC(C#N)N=Cc1ccncc1
1. C=C[C@@]1(C)CC2CC[C@]3(C)C(C)=CC(=O)CC3[C@]2(C)CC1O (stereo partly drawn)
Screen / compound no.	4	1
rad50	14	7
yeast bub3	-1	13
yeast cln2 rad14	-13	-20
mlh1 rad18	-29	10
yeast sgs1 mgt1	-22	23
yeast mec2-1	12	3

(cont.)
7. COc1cc(CC#N)c([N+](=O)[O-])cc1OC
8. CC1=NN(C(=O)Cc2ccccc2)C(=O)/C1=C\c1ccccc1O
9. CN(C)CCC(c1ccccc1)c1cc(Cl)ccn1 (stereo not drawn)
10. N#CCCc1ccc[nH]1
11. N/C(=N\c1nc(N)cc(N)n1)Nc1ccc(S(N)(=O)=O)cc1
12. c1ccc(OB(Oc2ccccc2)Oc2ccccc2)cc1
Screen / compound no.	7	8	9	10	11	12
rad50	-3	-10	-8	-16	-15	12
yeast bub3	-14	-26	3	6	-6	4
yeast cln2 rad14	-39	-6	-26	11	-32	-39
mlh1 rad18	0	-40	-7	-6	-4	-7
yeast sgs1 mgt1	-13	-43	-9	-8	-6	-7
yeast mec2-1	-22	-39	-8	-8	4	7

13. c1ccc(SC2=C(Sc3ccccc3)CC2)cc1
14. CCC(C)OC(=O)c1cccc(C)c1 (stereo not drawn)
15. Cc1ccc(S(=O)(=O)OCC2CCC(=O)N2)cc1 (stereo not drawn)
16. CC(C)CCCC(C)[C@H]1CC[C@H]2[C@@H]3CC[C@H]4C[C@@H](CCC=C(c5cc(Cl)c(O)c(C(=O)OC(C)(C)C)c5)c5cc(Cl)c(O)c(C(=O)OC(C)(C)C)c5)CC[C@]4(C)[C@H]3CC[C@]12C (stereo partly drawn)
17. N#Cc1c(N)oc(-c2cccc([N+](=O)[O-])c2)c1C#N
18. O=C(O)C1CCC1C(=O)O (stereo not drawn)
Screen / compound no.	13	14	15	16	17	18
rad50	-5	94*	20	7	25	-18
yeast bub3	21	7	-4	0	-6	10
yeast cln2 rad14	-3	38	-3	10	11	-24
mlh1 rad18	-7	2	27	-35	-17	-2
yeast sgs1 mgt1	1	-5	0	8	-20	-24
yeast mec2-1	-12	-7	-13	11	29	-24

Entries of single compounds, quoted from the list:
Shown for CC(C)CCCC(C)[C@H]1CC[C@H]2[C@@H]3CC[C@H]4C[C@@H](CCC=C(c5cc(Cl)c(O)c(C(=O)OC(C)(C)C)c5)c5cc(Cl)c(O)c(C(=O)OC(C)(C)C)c5)CC[C@]4(C)[C@H]3CC[C@]12C (stereo partly drawn) : rad50: 7; yeast bub3: 0; yeast cln2 rad14: 10; mlh1 rad18: -35; yeast sgs1 mgt1: 8; yeast mec2-1: 11
Shown for CCC(C)OC(=O)c1cccc(C)c1 (stereo not drawn) : rad50: 94*; yeast bub3: 7; yeast cln2 rad14: 38; mlh1 rad18: 2; yeast sgs1 mgt1: -5; yeast mec2-1: -7

(more compounds)
19. O=C(O)c1ccc(NCO)cc1
20. Cc1cc([N+](=O)[O-])cc(C)c1OC(=O)Nc1c(Cl)cccc1Cl
21. COc1ccc([N+](=O)[O-])cc1F
22. OC1(Cl)c2cccc3cccc(c23)C1(O)Cl (stereo not drawn)
23. O=C(NC(CSC(=O)OCc1ccccc1)C(=O)Oc1ccc([N+](=O)[O-])cc1)OCc1ccccc1 (stereo not drawn)
24. CCOC(=O)c1[nH]cc(C(=O)O)c1C
Screen / compound no.	19	20	21	22	23	24
rad50	7	32	11	-1	16	15
yeast bub3	4	23	8	0	0	1
yeast cln2 rad14	34	22	-7	-9	-24	-45
mlh1 rad18	8	24	32	-14	2	17
yeast sgs1 mgt1	-13	55	6	3	3	6
yeast mec2-1	5	22	-13	6	-7	0

Gathered by group: the entries above with sulfur.
5. Cc1ccc(NC(=O)CC2SC(N)=NC2=O)cc1C (stereo not drawn)
11. N/C(=N\c1nc(N)cc(N)n1)Nc1ccc(S(N)(=O)=O)cc1
13. c1ccc(SC2=C(Sc3ccccc3)CC2)cc1
15. Cc1ccc(S(=O)(=O)OCC2CCC(=O)N2)cc1 (stereo not drawn)
23. O=C(NC(CSC(=O)OCc1ccccc1)C(=O)Oc1ccc([N+](=O)[O-])cc1)OCc1ccccc1 (stereo not drawn)
Screen / compound no.	5	11	13	15	23
rad50	88*	-15	-5	20	16
yeast bub3	89*	-6	21	-4	0
yeast cln2 rad14	80*	-32	-3	-3	-24
mlh1 rad18	90*	-4	-7	27	2
yeast sgs1 mgt1	91*	-6	1	0	3
yeast mec2-1	89*	4	-12	-13	-7

The results go on:
25. Cc1nc(Nc2ccccc2Cl)c2cnn(-c3ccccc3Cl)c2n1
26. COc1ccc(C2OC(=O)C3=C2C(=O)C(C)C(C)O3)cc1 (stereo not drawn)
27. CCc1cc2c(cc1COC(C)=O)C(C)(C)CCC2(C)C
28. CN=C/C(C(C)=O)=C(\C)O
29. CCC1([N+](=O)[O-])COC2(CCCCC2)OC1
30. COC1OC(CO)C(O)C(O)C1Br (stereo not drawn)
Screen / compound no.	25	26	27	28	29	30
rad50	-3	-7	-11	4	7	20
yeast bub3	22	-1	4	8	14	24
yeast cln2 rad14	-54	-1	-14	4	-1	32
mlh1 rad18	-4	2	-32	1	-13	21
yeast sgs1 mgt1	0	0	6	-5	-11	13
yeast mec2-1	-3	-22	-19	0	24	14

31. O=C1OCc2c[n+]([O-])ccc21
32. O=[N+]([O-])c1ccccc1N=NNc1ccccc1[N+](=O)[O-]
33. Fc1c(F)c(F)c(SN=S=Nc2ccccc2)c(F)c1F
34. N=C(N)c1ccc(N=Nc2c(O)ccc3c2[nH]c2ccccc23)cc1
35. NC1CC(=O)C(CC2C(=O)CC(N)CC2=O)C(=O)C1 (stereo not drawn)
36. C1CCC(O[Si](OC2CCCCC2)(OC2CCCCC2)OC2CCCCC2)CC1
37. NC(=O)NN(Cc1ccc2c(c1)OCO2)N=O
38. COc1ccccc1NC(=S)N(C)C
39. O=c1ccc(-c2ccccc2)n[nH]1
Screen / compound no.	31	32	33	34	35	36	37	38	39
rad50	-17	10	13	98*	-1	-28	-7	2	-25
yeast bub3	1	3	15	98*	-1	-13	16	/	-26
yeast cln2 rad14	-30	-27	-1	96*	-2	11	-17	/	5
mlh1 rad18	4	3	27	98*	-4	-15	2	-10	-24
yeast sgs1 mgt1	-7	2	13	97*	3	-12	-6	/	-28
yeast mec2-1	-9	-4	12	98*	0	-26	-6	-21	0

Among those listed so far, 2 have fluorine.
21. COc1ccc([N+](=O)[O-])cc1F
33. Fc1c(F)c(F)c(SN=S=Nc2ccccc2)c(F)c1F
Screen / compound no.	21	33
rad50	11	13
yeast bub3	8	15
yeast cln2 rad14	-7	-1
mlh1 rad18	32	27
yeast sgs1 mgt1	6	13
yeast mec2-1	-13	12

Source: PubChem (NCI)

Compounds were not picked by outcome; 14% or so of the library scored in one or more.
